S2 tox = Viability Counterscreen for Primary qHTS for Inhibitors of ATXN expression | Potency, µM (series often up to 56.7 µM), usual class: cytotoxic | actives 0.49% (n = 400,000) | S2 cells (HEK-293 line with an ATXN2-luciferase reporter) viability, CellTiter-Fluor protease fluorescence, 24 h; further: potency means the concentration at half of the fitted maximal effect; nearly all actives have a fitted effect of over 40% in size
TGFb SMAD3 inh = qHTS for Inhibitors of TGF-b; HepG2 CAGA-GFP TGF-b/SMAD3 reporter, GFP fluorescence, 18 h; TGF-beta stimulated, 500 pg/mL final; Potency, µM (doses to about 46.1 µM), without a hit: at the top dose activity, negative = inhibition, hits mostly inhibitors; actives 1.2% (n = 410,000); AID 588855, 2011; further: potency means the concentration at half of the fitted maximal effect; on the % scale 0 is the no-effect control and ±100 the full control effect; nearly all actives have a fitted effect of over 65% in size
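Using HEPG2 CAGA-GFP reporter cells at 1000 cells/well, we pinned test compounds, stimulated with recombinant TGF-beta (500 pg/mL final) and measured total well GFP after 18 h.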
CCT chaperon mod = High-Throughput Screening for Modulators of Cytosolic Chaperonin Activity. activity change, % (concentration not given with the values), hits read low. AID 651819, 2012. actives 0.3% (n = 360,000). purified chaperonin ATPase assay, HTRF ADP detection, 30 min; in the data active means activity change below about -30%; further: on the % scale 0 is the no-effect control and ±100 the full control effect
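Nucleotide hydrolysis assay: TRiC at 20–40 nM final (set by batch activity) with 10 uM ATP, 30 min at 37 °C, in presence of 76 uM compound. Detection by competitive ADP HTRF, 30 min ambient.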
MmCpn inh = Inhibitors of TCP-1 ring complex (TRiC) of Methanococcus maripaludis (MmCpn): qHTS | Chaperonin Mm-Cpn (Methanococcus maripaludis) | purified Mm-Cpn ATPase, ADP Transcreener TR-FRET | Potency, µM (titrated, usually from 76.9 µM), inactives show at the highest dose activity, negative = inhibition, hits mostly inhibitors | actives 0.031% (n = 330,000) | AID 504842, 2011; further: potency means the concentration at half of the fitted maximal effect; on the % scale 0 is the no-effect control and ±100 the full control effect; nearly all actives have a fitted effect of over 80% in size
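Purified archaeal Mm-CPN (25nM final) preincubated 10 min at 37degC with compound, then 10uM ATP for 30 min at 37degC; ADP measured by HTRF Transcreener TR-FRET; buffer 30 mM TRIS pH 7.4, 100mM KCl, 5mM MgCl2, 1mM DTT.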
A549 viability = Nrf2 qHTS screen for inhibitors: counterscreen for cytotoxicity. actives 0.16% (n = 390,000). AID 504648, 2011. Potency, µM (top dose mostly 46 µM), for the others: top-dose activity change, negative = cytotoxicity, actives largely listed as inhibitors. A549 ARE-Fluc cells, CellTiter-Fluor viability, 18-24 h; further: potency means the concentration at half of the fitted maximal effect; on the % scale 0 is the no-effect control and ±100 the full control effect
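A549 ARE-Fluc cells in 5% FBS OPTI-MEM, 5000 cells/well, rested 2 h then exposed to compounds in concentration-response for 18-24 h at 37 °C. Viability by CellTiter-Fluor fluorescence (Ex 405/Em 525) after 30 min; luciferase luminescence (BugLite, 15 min, RT) read afterwards.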
Nrf2 ARE act = qHTS of Nrf2 Activators; AID 624171, 2012; actives 0.31% (n = 410,000); AREc32 ARE-luciferase reporter (MCF7-derived line), luminescence, 24 h; Potency, µM (titrated, usually from 46.1 µM), for inactives: at the top dose activation, most hits filed as activators; further: potency means the concentration at half of the fitted maximal effect; % of control where 0% means no effect; nearly all actives have a fitted effect of over 65% in size
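AREc32 cells carrying an ARE-driven firefly luciferase, 1000 cells/well in OPTI-MEM with 5% FBS, dosed after overnight attachment and incubated 24 hr at 37 deg C. Steady-Glo luminescence read after 30 min at RT.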
HepG2 tox = qHTS for Inhibitors of TGF-b: Cytotox Counterscreen; HepG2 CAGA-GFP viability, ATP luminescence, 18 h; Potency, µM (titrated, usually from 46.1 µM), for the others: top-dose activity change, negative = cytotoxicity, actives largely listed as cytotoxic; actives 0.76% (n = 410,000); further: potency means the concentration at half of the fitted maximal effect; some results filed as inactive show a strong effect at the top dose
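CellTiter-Glo luminescence gave cytotoxicity after 18 hours at 37 degrees C. The cells were HepG2 CAGA-GFP in 1% FBS DMEM, stimulated with 500 pg/mL TGF-beta after compound addition. %Activity was normalised to no-cell wells (complete cell-killing) and DMSO (no toxicity), and curves were fitted and classified.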
Nrf2 block = Nrf2 qHTS screen for inhibitors | A549 ARE-Fluc reporter, luciferase luminescence, 18-24 h | Potency, µM (series often up to 46 µM), inactives show at the top dose activity change, negative = inhibition, hits mostly inhibitors | actives 2.1% (n = 360,000) | AID 504444, 2011; further: potency means the concentration at half of the fitted maximal effect; on the % scale 0 is the no-effect control and ±100 the full control effect; nearly all actives have a fitted effect of over 60% in size
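A549 ARE_Fluc cells (5000/well, 5% FBS OPTI-MEM) pre-incubated 2 h, then treated with compounds 18-24 h at 37C/5% CO2 in concentration-response. CellTiter-Fluor viability read first; BugLite luciferase luminescence after 15 min at room temperature gives Nrf2 activity.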
pAkt inh = HTS Assay for Inhibitors of Akt Phophorylation: Primary Screen; Neuro2A IGF-stimulated pAkt S473 HTRF, 20 min; active compounds read low; activity change, % for hits at 50 µM; actives 0.32% (n = 360,000); AID 651550, 2012; in the data active means activity change below about -80%; inconclusive means mostly about -51% to -80%; further: on the % scale 0 is the no-effect control and ±100 the full control effect
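Neuro2A cells in DMEM with 0.5% FBS, overnight at 37 deg C, given compound at single 50 µM final, then IGF (6 nM final) for 20 min at 37 deg C. Lysed; phospho-Akt Ser473 by HTRF after 24 h, 665/615 ratio.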
The depositor's hits bear a star; [ ] = dose if it differs, or a comment. Unless noted, the call rests on the fitted dose curve; in most records, active means well fitted curve in the direction sought with a large enough effect; inconclusive means small, poorly fitted or top-dose-only effect, or another doubt; inactive means no such curve, though single readings can be large; an effect the other way counts as inactive or inconclusive.

Results for CC1Cc2cc(/C(O)=C3/C(=O)C(=O)N(CCN4CCOCC4)C3c3ccc(N(C)C)cc3)ccc2O1 (configuration not stated) ?
S2 tox: inactive; TGFb SMAD3 inh: -5%; CCT chaperon mod: -1.0; MmCpn inh: 0%; A549 viability: 1%; Nrf2 ARE act: 0.3%; HepG2 tox: -25%; Nrf2 block: -5%; pAkt inh: inactive

What do the screens show for `CN(C(=O)c1cccnc1)c1nnc(-c2cnccn2)s1`?
S2 tox: inactive; TGFb SMAD3 inh: 2%; CCT chaperon mod: -0.9; MmCpn inh: -4%; A549 viability: -3%; Nrf2 ARE act: 2.6%; HepG2 tox: 6%; Nrf2 block: 12%; pAkt inh: inactive

Results for CC(=O)Nc1ccc(NC(=O)c2cc[n+]([O-])cc2)cc1 ?
S2 tox: inactive; TGFb SMAD3 inh: 0%; CCT chaperon mod: -0.3; MmCpn inh: -7%; A549 viability: 1%; Nrf2 ARE act: -0.4%; HepG2 tox: 12%; Nrf2 block: 6%; pAkt inh: inactive

Results for CCOc1cccc(C2C=C(c3ccc4c(c3)OCO4)NC(c3ccccc3F)N2)c1O (configuration not stated) ?
TGFb SMAD3 inh: inconclusive; A549 viability: -1%; HepG2 tox: -33%; Nrf2 block: 3%

How did CN(CC(=O)Nc1ccccc1C(F)(F)F)C(=O)C1CC1 do in these assays?
S2 tox: inactive; TGFb SMAD3 inh: 0%; CCT chaperon mod: -3.2; MmCpn inh: 1%; A549 viability: 1%; Nrf2 ARE act: -1.7%; HepG2 tox: -22%; Nrf2 block: 2%; pAkt inh: inactive

What do the screens show for `Cc1cccc(Cc2cnc(NC(=O)C3Cc4ccc(C)cc4C(=O)O3)s2)c1` (configuration not stated)?
S2 tox: inactive; TGFb SMAD3 inh: inconclusive; A549 viability: -4%; Nrf2 ARE act: -0.8%; HepG2 tox: -39%; Nrf2 block: -2%

What do the screens show for `N/C(=N\OC(=O)c1cccc2ccccc12)c1ccc(Br)cc1`?
S2 tox: inactive; TGFb SMAD3 inh: 13%; CCT chaperon mod: -3.4; MmCpn inh: 2%; A549 viability: 15%; Nrf2 ARE act: inconclusive; HepG2 tox: -18%; Nrf2 block: inconclusive; pAkt inh: inactive

What do the screens show for `Cc1ccsc1-c1ccnc(-n2cccc2)n1`?
S2 tox: inactive; TGFb SMAD3 inh: -7%; CCT chaperon mod: 0.7; MmCpn inh: -7%; A549 viability: 9%; Nrf2 ARE act: 5µM*; HepG2 tox: -34%; Nrf2 block: inconclusive; pAkt inh: inactive

What do the screens show for `O=C(NNc1ccc(F)cc1F)c1c(F)cccc1Cl`?
S2 tox: inactive; TGFb SMAD3 inh: 21%; CCT chaperon mod: 1.3; MmCpn inh: 0%; A549 viability: -7%; Nrf2 ARE act: 2.1%; HepG2 tox: 24%; Nrf2 block: 10%; pAkt inh: inactive

Results for O=C(Nc1ccc(S(=O)(=O)N2CCCc3ccccc32)cc1)C1CCCO1 (configuration not stated) ?
S2 tox: inactive; TGFb SMAD3 inh: -5%; CCT chaperon mod: -2.1; MmCpn inh: -2%; A549 viability: 0%; Nrf2 ARE act: 0.9%; HepG2 tox: -1%; Nrf2 block: 2%; pAkt inh: inactive

What do the screens show for `CCN(Cc1nc2cc(Cl)ccc2c(=O)[nH]1)C(=O)COc1ccccc1Cc1ccccc1`?
S2 tox: inactive; TGFb SMAD3 inh: inconclusive; CCT chaperon mod: -1.4; MmCpn inh: -4%; A549 viability: 0%; Nrf2 ARE act: 0.1%; HepG2 tox: -93%; Nrf2 block: inconclusive; pAkt inh: inactive

How did Cc1ccc(S(=O)(=O)N2CCN(C(=O)CSc3ccc(F)cc3)CC2)cc1 do in these assays?
S2 tox: inactive; TGFb SMAD3 inh: -2%; CCT chaperon mod: 3.0; MmCpn inh: 3%; A549 viability: 1%; Nrf2 ARE act: -0.6%; HepG2 tox: 3%; Nrf2 block: -10%; pAkt inh: inactive

How did CCN=C1SC(C(=O)Nc2cc(Cl)cc(Cl)c2)CC(=O)N1CC (configuration not stated) do in these assays?
S2 tox: inactive; TGFb SMAD3 inh: 1%; CCT chaperon mod: -0.4; MmCpn inh: -5%; A549 viability: 0%; Nrf2 ARE act: -0.6%; HepG2 tox: 4%; Nrf2 block: 1%; pAkt inh: inactive

What do the screens show for `CC(=O)c1cccc(NC(=O)C(Cc2ccccc2)NS(=O)(=O)c2ccc(Br)s2)c1` (configuration not stated)?
S2 tox: inactive; TGFb SMAD3 inh: -2%; A549 viability: 0%; Nrf2 ARE act: -1.2%; HepG2 tox: 1%; Nrf2 block: 11%

Results for COC(=O)c1ccc(CSc2nnc(N)s2)o1 ?
S2 tox: inconclusive; TGFb SMAD3 inh: 2%; CCT chaperon mod: 3.4; MmCpn inh: 0%; A549 viability: 0%; Nrf2 ARE act: -0.3%; HepG2 tox: 17%; Nrf2 block: 3%; pAkt inh: inactive

What do the screens show for `CC(C)CCNC(=O)N1CCN(S(=O)(=O)c2ccc3c(ccn3C)c2)CC1`?
S2 tox: inactive; TGFb SMAD3 inh: 0%; A549 viability: -8%; Nrf2 ARE act: -0.6%; HepG2 tox: -17%

What do the screens show for `Cc1ccc(NC(=O)c2ncn(CCCNCc3ccc4c(c3)OCO4)n2)cc1C`?
S2 tox: inactive; TGFb SMAD3 inh: -23%; CCT chaperon mod: -0.2; A549 viability: 5%; Nrf2 ARE act: 3.8%; HepG2 tox: -51%; Nrf2 block: 8%; pAkt inh: inactive

Results for Cc1cc(C)nc(NC(=NCCc2c[nH]c3ccccc23)NC(=O)Nc2cccc([N+](=O)[O-])c2)n1 ?
S2 tox: inactive; TGFb SMAD3 inh: -1%; CCT chaperon mod: 1.2; MmCpn inh: 0%; A549 viability: 3%; Nrf2 ARE act: -0.4%; HepG2 tox: -4%; Nrf2 block: -15%; pAkt inh: inactive

What do the screens show for `COc1cc2cc(CN(CCc3cccc(C)c3)C(=S)NCCCN3CCOCC3)c(=O)[nH]c2cc1OC`?
S2 tox: inactive; TGFb SMAD3 inh: -20%; CCT chaperon mod: 0.9; MmCpn inh: 0%; A549 viability: -8%; Nrf2 ARE act: 1.4%; HepG2 tox: -34%; Nrf2 block: -21%; pAkt inh: inactive

How did O=[N+]([O-])c1ccc(-n2nncc2-c2ccccc2)cc1 do in these assays?
S2 tox: inactive; TGFb SMAD3 inh: 4%; CCT chaperon mod: -0.9; MmCpn inh: 1%; A549 viability: -10%; Nrf2 ARE act: 0.1%; HepG2 tox: 2%; Nrf2 block: -7%; pAkt inh: inactive

Results for CCCN(CCC)C(=O)Cn1c(=O)n(-c2cccc(C)c2)c(=O)c2c1c1cc(OC)ccc1n2C ?
S2 tox: inconclusive; TGFb SMAD3 inh: 1%; A549 viability: -8%; Nrf2 ARE act: 4.8%; HepG2 tox: -5%; Nrf2 block: -2%[9.27 µM]

What do the screens show for `CCc1nnc(NC(=O)CSc2nc(C3CCCCC3)nc3ccccc23)s1`?
S2 tox: inactive; TGFb SMAD3 inh: -1%; CCT chaperon mod: -0.6; MmCpn inh: 2%; A549 viability: -2%; Nrf2 ARE act: 0.3%; HepG2 tox: -1%; Nrf2 block: -1%; pAkt inh: inactive

How did O=C(O)c1cc(N=Nc2c(O)[nH]c3ccc([N+](=O)[O-])cc23)ccc1Cl do in these assays?
S2 tox: inactive; TGFb SMAD3 inh: -16%; CCT chaperon mod: 0.6; MmCpn inh: 1%; A549 viability: -8%; Nrf2 ARE act: -0.3%; HepG2 tox: -3%; Nrf2 block: -5%; pAkt inh: inactive

How did COc1ccccc1CCNCc1ccc(OC)c(OCc2ccccc2)c1 do in these assays?
S2 tox: inconclusive; TGFb SMAD3 inh: 1%; CCT chaperon mod: 0.3; MmCpn inh: 3%; A549 viability: -2%; Nrf2 ARE act: 6.3%; HepG2 tox: -65%; Nrf2 block: 15%; pAkt inh: inactive

Results for CCOc1cc(C(=O)OCC(=O)N(C)c2ccccc2)cc(OCC)c1OCC ?
S2 tox: inactive; TGFb SMAD3 inh: 7%; CCT chaperon mod: -9.5; MmCpn inh: 0%; A549 viability: 0%; Nrf2 ARE act: 0.3%; HepG2 tox: -14%; Nrf2 block: 3%; pAkt inh: inactive

Results for O=C(C/C=N/OCc1ccc(Cl)cc1Cl)c1ccc(Cl)cc1 ?
S2 tox: inactive; TGFb SMAD3 inh: 8%; CCT chaperon mod: 0.3; MmCpn inh: -1%; A549 viability: 15%; Nrf2 ARE act: 0.2%; HepG2 tox: -16%; Nrf2 block: 6%; pAkt inh: inactive

How did COc1ccccc1OCCNC(=O)CCNC(=O)c1ccccc1Cl do in these assays?
S2 tox: inactive; TGFb SMAD3 inh: 1%; CCT chaperon mod: 0.0; MmCpn inh: 3%; A549 viability: 7%; Nrf2 ARE act: 0.1%; HepG2 tox: -55%; Nrf2 block: 4%; pAkt inh: inactive

Quoted from the results shown, two compounds:
Results for O=C(C/C=N/OCc1ccc(Cl)cc1Cl)c1ccc(Cl)cc1 ?
S2 tox: inactive; TGFb SMAD3 inh: 8%; CCT chaperon mod: 0.3; MmCpn inh: -1%; A549 viability: 15%; Nrf2 ARE act: 0.2%; HepG2 tox: -16%; Nrf2 block: 6%; pAkt inh: inactive

How did COc1ccccc1OCCNC(=O)CCNC(=O)c1ccccc1Cl do in these assays?
S2 tox: inactive; TGFb SMAD3 inh: 1%; CCT chaperon mod: 0.0; MmCpn inh: 3%; A549 viability: 7%; Nrf2 ARE act: 0.1%; HepG2 tox: -55%; Nrf2 block: 4%; pAkt inh: inactive

Screening results as filed in PubChem BioAssay.
